# From PubChem BioAssay
# PME-1 primary: PME-1 (human) inhibition | recombinant PME-1, FP-Rh probe fluorescence polarization | inhibition, % at 5.9 µM | hit rate 0.53% among 320,000;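 active = inhibition above the campaign mean of all compounds plus 3 SD, cut at about 26% in these data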;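 also: competitive labeling of PME-1 active site by serine hydrolase directed probe; 0% = PME-1 with DMSO and 100% = wells lacking PME-1 enzyme; inhibitors block probe labeling so polarization falls and inhibition rises; many of its hits are not listed in these tables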
# PAFAH2 FP inh: PAFAH2 (human) inhibition; Q99487; recombinant PAFAH2, FP-rhodamine activity probe, fluorescence polarization; inhibition, % at 3.39 µM; hit rate 0.99% among 340,000;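 active = inhibition above the mean over all tested compounds plus 3 SD, cut at about 30% in these data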;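 also: inhibitors block probe labeling of enzyme so polarization drops; 0% = enzyme with DMSO and 100% = wells lacking PAFAH2 protein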
# Fam108B inh: counter-screen for RBBP9 inhibitors: inhibitors of mouse Fam108B. recombinant Fam108B, FP-Rh probe fluorescence polarization. inhibition, % at 9.51 µM. hit rate 0.33% among 300,000. AID 1947;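 active = inhibition above the screen mean inhibition plus 3 SD, computed separately per campaign, cut at about 18% in these data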;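 also: inhibitors lower polarization as less probe binds the enzyme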
# GSTO1 inh: blocks human GSTO1 in RBBP9 counter-screen; P78417; recombinant GSTO1, activity-based probe fluorescence polarization; inhibition, % at 5.96 µM; hit rate 1.1% among 300,000; AID 1974;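 active = inhibition above the campaign mean inhibition plus 3 SD, cut at about 35% in these data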;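 also: 0% = GSTO1-1 with DMSO and 100% = wells lacking GSTO1-1 enzyme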
# LYPLA1 inh: counter-screen for PME1 inhibitors: inhibitors of human LYPLA1; inhibition, % at 5.9 µM; O75608; hit rate 0.16% among 320,000; recombinant LYPLA1, FP-Rh probe fluorescence polarization;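 active = inhibition above the mean of all tested compounds plus 3 SD, set per campaign, cut at about 14% in these data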;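 also: inhibitors block serine hydrolase probe labeling of LYPLA1 so polarization falls; 0% = enzyme with DMSO and 100% = wells lacking LYPLA1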
# pPAFAH FP inh: inhibitors of human plasma PAF acetylhydrolase (pPAFAH) | recombinant pPAFAH, FP-rhodamine probe fluorescence polarization | inhibition, % at 3.39 µM | hit rate 1.5% among 330,000 | AID 463082;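 active = inhibition above the mean inhibition across the screen plus 3 SD, cut at about 25% in these data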;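 also: inhibitors block binding of the rhodamine activity-based probe so polarization drops; 0% = enzyme with DMSO and 100% = wells lacking pPAFAH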
# Target sequence (Q13093 whole entry, looked up): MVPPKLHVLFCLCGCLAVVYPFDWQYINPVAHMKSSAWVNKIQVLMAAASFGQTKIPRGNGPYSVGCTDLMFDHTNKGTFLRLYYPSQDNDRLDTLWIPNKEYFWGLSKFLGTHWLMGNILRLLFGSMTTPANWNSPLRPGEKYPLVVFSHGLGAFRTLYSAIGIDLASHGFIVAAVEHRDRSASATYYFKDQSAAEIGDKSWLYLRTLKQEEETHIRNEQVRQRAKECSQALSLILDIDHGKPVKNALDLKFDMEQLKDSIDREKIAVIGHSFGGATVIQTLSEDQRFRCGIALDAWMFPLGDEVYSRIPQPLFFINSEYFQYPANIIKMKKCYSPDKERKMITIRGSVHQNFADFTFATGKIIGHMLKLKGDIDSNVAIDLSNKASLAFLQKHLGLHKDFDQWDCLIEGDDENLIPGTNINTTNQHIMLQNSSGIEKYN
# PAD4 FP inh: PAD4 (human) enzyme inhibition. hit rate 0.41% among 330,000. AID 485272. recombinant PAD4, RCA probe fluorescence polarization. Q9UM07. inhibition, % at 6.36 µM;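 active = percent inhibition above a cutoff equal to the mean of all tested compounds plus 3 SD, cut at about 15% in these data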;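 also: 0% = PAD4 with RCA probe and DMSO and 100% = probe without PAD4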
# Target sequence (Q9UM07 whole entry, looked up): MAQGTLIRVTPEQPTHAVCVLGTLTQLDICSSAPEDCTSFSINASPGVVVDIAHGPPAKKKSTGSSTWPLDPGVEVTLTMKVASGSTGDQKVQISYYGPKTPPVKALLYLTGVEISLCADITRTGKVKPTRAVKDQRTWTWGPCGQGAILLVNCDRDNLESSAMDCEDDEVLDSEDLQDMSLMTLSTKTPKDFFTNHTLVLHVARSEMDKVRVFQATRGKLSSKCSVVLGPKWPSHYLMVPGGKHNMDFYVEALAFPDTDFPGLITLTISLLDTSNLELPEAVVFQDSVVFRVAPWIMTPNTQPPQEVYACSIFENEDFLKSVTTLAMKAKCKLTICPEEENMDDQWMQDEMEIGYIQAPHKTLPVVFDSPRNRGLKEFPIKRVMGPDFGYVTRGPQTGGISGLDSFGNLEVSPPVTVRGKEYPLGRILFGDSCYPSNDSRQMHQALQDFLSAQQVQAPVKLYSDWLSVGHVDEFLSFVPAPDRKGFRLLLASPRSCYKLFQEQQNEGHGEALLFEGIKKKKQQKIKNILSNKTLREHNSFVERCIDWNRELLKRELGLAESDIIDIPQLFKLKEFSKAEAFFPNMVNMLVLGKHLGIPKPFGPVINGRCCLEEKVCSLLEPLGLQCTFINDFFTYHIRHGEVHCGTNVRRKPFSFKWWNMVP
# PAFAH1B3 FP inh: PAFAH1B3 (human) inhibition; Q15102; recombinant PAFAH1B3, FP-rhodamine probe, fluorescence polarization; inhibition, % at 3.39 µM; hit rate 0.28% among 340,000; AID 492972;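 active = inhibition above the screen-wide average of all tested compounds plus 3 SD, cut at about 25% in these data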;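 also: 0% = enzyme with DMSO only and 100% = wells lacking PAFAH1B3 protein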
# PAFAH1B2 inh: blocks human PAF acetylhydrolase 1b catalytic subunit 2; P68402; recombinant PAFAH1B2, FP-rhodamine activity probe, fluorescence polarization; inhibition, % at 3.39 µM; hit rate 1.2% among 340,000;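 active = inhibition above the mean of all tested compounds plus 3 SD, cut at about 24% in these data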;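 also: 0% = enzyme with DMSO and 100% = wells lacking PAFAH1B2; many of its hits are not listed in these tables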
# * = called active by the depositor; . = not tested or not shown. Not all compounds are listed, so the mix of outcomes need not match the whole.
Molecule	PME-1 primary	PAFAH2 FP inh	Fam108B inh	GSTO1 inh	LYPLA1 inh	pPAFAH FP inh	PAD4 FP inh	PAFAH1B3 FP inh	PAFAH1B2 inh
Cc1cc(C)c(C)c(S(=O)(=O)Nc2cccc(S(=O)(=O)Nc3ccccc3C(=O)O)c2)c1C	.	0	.	.	.	1	-10	7	1
Nc1ncnc2c1ncn2CCOc1ccccc1	-2	6	3	3	-3	-3	-2	8	0
COc1ccc(CNC(=O)Cn2nc([N+](=O)[O-])cc2C)cc1	2	4	4	9	0	0	5	7	-1
COc1cc(/C=C(\C#N)C(=O)NCC2CCCO2)cc(OC)c1OC (centres undefined)	-4	-1	3	-2	2	4	1	1	-4
CCCCC(=O)Nc1ccc(S(=O)(=O)N2CCCCC2c2cccnc2)cc1 (centres undefined)	-4	2	5	3	4	6	1	7	7
COC(=O)c1cccc(NC(=O)COc2cccc([N+](=O)[O-])c2)c1	2	-9	-1	-2	4	2	0	9	-2
O=C(CN(Cc1ccccc1)C(=O)CCC(=O)Nc1nccs1)NCc1ccccc1	3	0	0	2	-2	4	-3	9	1
Cn1c(=O)c2c(=O)cc(NNC(=O)CC#N)[nH]c2n(C)c1=O	1	-5	4	18	-1	13	-8	4	0
Cc1cc(C)nc(NC(=O)c2cc3ccccc3o2)n1	-1	-2	-2	2	2	4	6	-2	4
O=C(CN1C(=O)c2ccccc2S1(=O)=O)NCc1ccccn1	3	4	5	0	-2	-1	-2	4	-2
CCC(CC)C(=O)NCc1ccc(OC)cc1	0	0	1	6	2	1	2	0	5
Cn1cc(Cl)c(C(=O)Nc2cccc(Cl)c2Cl)n1	-9	1	-6	0	-3	2	-1	5	0
CCN(CC)C(=O)COn1c(SCC(=O)N(CC)CC)nc2ccccc2c1=O	-1	9	4	-6	-2	-2	4	11	2
CCC(=O)Oc1ccc(C2N(C(=O)CC)CCN2S(=O)(=O)c2ccc(C)cc2)cc1OC (centres undefined)	-7	4	2	-2	-1	-5	-1	0	6
COc1ccc(N2CCN(C(=O)CCCn3c(=O)c4cccn4c4cccnc43)CC2)cc1	2	0	1	-1	3	6	0	0	-1
COc1ccc(-c2csc(NC(CO)c3nc4ccccc4n3CCCO)n2)cc1 (centres undefined)	2	6	-1	6	1	7	1	-5	5
CCC(=O)N=c1sc2cc([N+](=O)[O-])ccc2n1CCOC	0	-14	1	2	2	0	-5	1	-1
CCCCOc1ccc(-c2[nH]ncc2C=O)cc1	-1	5	-2	2	-2	0	-5	8	3
CCc1nnc(NC(=O)CSc2nc3[nH]c(=O)cc(O)c3s2)s1	-6	2	.	.	-1	2	-4	-2	0
COC(=O)c1c(C)[nH]c(C(=O)CSc2ccc(Cl)cc2)c1C	3	-1	-10	5	-3	3	0	8	1

# New compounds follow
Molecule	PME-1 primary	PAFAH2 FP inh	Fam108B inh	GSTO1 inh	LYPLA1 inh	pPAFAH FP inh	PAD4 FP inh	PAFAH1B3 FP inh	PAFAH1B2 inh
CCCn1c(=O)c2sccc2n2c(CCCC(=O)NCC3CCCO3)nnc12 (centres undefined)	1	1	5	-3	1	3	-3	1	3
Cc1ccc(N(CC(=O)Nc2ccccc2C(=O)NCc2ccco2)S(=O)(=O)c2ccccc2)cc1C	-10	3	-9	-9	-6	-3	0	-1	-5
CCN(CC)Cc1c(C(=O)N/N=C/c2ccc(C)o2)nnn1-c1nonc1N	1	3	-3	6	-4	6	-1	6	3
CCC(C)C(NC(=O)c1ccccc1NC(=O)c1ccccc1)C(=O)O (centres undefined)	5	0	4	8	0	0	-1	2	3
COc1ccc(S(=O)(=O)Nc2c(C(=O)O)[nH]c3ccccc23)cc1	-7	-1	-1	-44	-3	8	7	7	13
Cc1nnsc1C(=O)NNc1ccc(C(C)C)cc1	0	2	-4	1	1	3	2	6	4
Cc1ccc(/C=C2\SC(=S)N(CCC(=O)Nc3ccc(O)cc3)C2=O)cc1	-3	-2	-7	-2	-7	5	-2	2	5
CN(C)c1cc[n+](CC(=O)Nc2cc(C(F)(F)F)ccc2Cl)cc1	0	-3	0	-3	0	3	-6	4	8
COc1ccc(N=Cc2cc(Cc3ccccc3Cl)cc([N+](=O)[O-])c2O)cc1OC	0	15	4	-2	2	16	-2	6	8
Cc1ccc(S(=O)(=O)N(C)C)cc1NC(=O)C(C)OC(=O)C1CCC1 (centres undefined)	.	1	.	.	.	2	-7	-5	-4
COc1cc2c(cc1OC)C(C(C)C)=NC(C)(C)C2	-2	3	3	6	0	2	-1	1	-2
O=C(c1ccccc1)c1cccc(C(=O)c2ccccc2)c1	9	17	.	.	2	15	5	9	3
CCn1cnc2cc(NCc3ccc(Cl)cc3)ccc21	3	-3	0	0	1	-1	5	3	32*
c1ccc(CN2CCC(Nc3nc(-c4ccccc4)nc4ccccc34)CC2)cc1	-27	-3	-9	-10	-19	-12	-3	-3	3
CC(NC(=O)COC(=O)C12CC3CC(CC(Br)(C3)C1)C2)c1ccccc1 (centres undefined)	.	13	.	.	.	3	-2	2	41*
Cc1ccc(C2/C(=C(/O)c3ccc(Cl)cc3)C(=O)C(=O)N2CC2CCCO2)o1 (centres undefined)	-2	2	5	8	2	4	-6	4	4
COC(=O)C1CCCN1S(=O)(=O)c1ccccc1NC(=O)c1cc(OC)c(OC)c(OC)c1 (centres undefined)	-3	2	0	7	-2	-3	2	4	4
CC(C)(C)C(Cn1ccnc1)NC(=O)c1ccc2nc(C3CC3)oc2c1 (centres undefined)	-4	1	-1	3	-2	0	0	5	5
Cc1ccc(C(C)C)c(OCc2ccc(C(=O)N/N=C/c3cccc(O)c3O)cc2)c1	49*	22	28*	-32	-23	54*	-4	33*	16
Cc1ccc(S(=O)(=O)N2CCCCC2)cc1C(=O)N1CCCCCC1	7	15	.	.	1	2	-4	1	5

# Other compounds.
Molecule	PME-1 primary	PAFAH2 FP inh	Fam108B inh	GSTO1 inh	LYPLA1 inh	pPAFAH FP inh	PAD4 FP inh	PAFAH1B3 FP inh	PAFAH1B2 inh
O=C(O)CCSCC(=O)c1ccc2c(c1)OCCO2	0	2	4	6	3	2	-2	12	1
CCN(CC)S(=O)(=O)c1ccc(C(=O)NNC(=O)c2csc(N3CCOCC3)n2)cc1	11	5	4	-5	3	48*	0	13	-1
CCn1ccc2c(OCC(=O)NCCc3ccc(OC)c(OC)c3)cccc2c1=O	5	-1	-1	3	1	7	-3	1	-2
Cc1cccc(C(O)(C(=O)NNc2ccc3ccccc3n2)c2cccc(C)c2)c1	1	-3	0	9	2	-1	-6	9	1
Cc1noc(NS(=O)(=O)c2ccc(NC(=O)CSc3nc4c(cc3C#N)CCCC4)cc2)c1C	-9	4	0	4	-1	-18	-6	2	3
CCc1ccc(NC(=O)COC(=O)CCc2nc3cc(S(=O)(=O)N(CC)CC)ccc3n2C)cc1	-1	63*	-6	-4	-4	6	1	7	6
O=C(Nc1ccccc1C(=O)N1CCOCC1)c1ccc(Br)cc1	2	-3	6	1	4	0	-2	2	0
CC(C)c1nnc(NC(=O)c2cccc(-n3cnnn3)c2)s1	2	-1	0	-6	1	5	-3	6	-3
Nc1nc(N)c2cc(Sc3ccc4ccccc4c3)ccc2n1	11	.	11	3	-2	10	-7	.	.
COc1ccc2c(c1)c(N=O)c(O)n2C	-42	-4	2	9	-7	-7	-4	2	-4
Cc1ccc(CNS(=O)(=O)c2ccc(CN3C(=O)c4cccnc4C3=O)cc2)o1	2	-8	6	7	1	4	0	2	2
CCOc1cc(S(=O)(=O)N2CCCCC2)ccc1Cl	0	-2	-3	1	0	4	-1	2	13
Cn1c(SCc2c(F)cccc2Cl)nnc1-c1cccs1	0	-2	-4	8	-4	1	-1	4	-2
Cc1ccc(OCC(=O)Nc2ccc(-c3nc4ncccc4o3)cc2)c(C)c1	-28	3	-9	-6	-5	3	2	-10	-6
NC(=O)c1ccc(NCCCN2CCOCC2)c([N+](=O)[O-])c1	4	5	-1	5	-1	5	-2	1	7
O=C(NCCc1c[nH]c2ccccc12)C(=O)NCC1OCCCN1S(=O)(=O)c1cc(F)ccc1F (centres undefined)	3	-5	3	-3	2	1	-1	-1	16
O=c1cc(-c2ccc(O)cc2)oc2c(-c3c(O)cc(O)c4c(=O)cc(-c5ccc(O)cc5)oc34)c(O)cc(O)c12	.	57*	.	.	.	63*	0	56*	40*
CCN1CCN(C(=O)/C=C/c2ccc(C)o2)CC1	-1	-5	2	-3	-2	5	1	2	-2
Cc1cc2c(N)cccc2nn1	58*	38*	25*	65*	47*	73*	120*	33*	26*
Cc1nc(SCc2nc3ccc(Cl)cc3[nH]2)c2oc3ccccc3c2n1	.	-17	.	.	.	-9	2	-9	-1

# (listing goes on)
Molecule	PME-1 primary	PAFAH2 FP inh	Fam108B inh	GSTO1 inh	LYPLA1 inh	pPAFAH FP inh	PAD4 FP inh	PAFAH1B3 FP inh	PAFAH1B2 inh
Cc1nc2ccc(C(=O)N3CCN(Cc4ccccc4)CC3)cc2[nH]1	-1	-4	1	-3	0	1	6	-1	4
Cc1ccc(C(=S)NCS(=O)(=O)c2ccc(C)cc2)cc1	5	5	1	30	1	0	3	0	1
O=C(N/N=C/c1ccoc1)c1ccc(Br)cc1	9	-2	2	8	-2	8	-4	-2	0
CCCC(=O)Nc1ccc(C(=O)NCCCn2ccnc2)cc1	4	6	0	12	1	-3	0	2	-1
Cc1c(NC(=O)COC(=O)/C=C/c2ccc(Cl)cc2)c(=O)n(-c2ccccc2)n1C	0	-3	2	7	0	4	1	10	7
Cc1ccc(NC(=O)c2cnc(SCC(=O)NCC3CCCO3)n(C)c2=O)cc1C (centres undefined)	-39	-10	-24	-22	-17	-2	-1	-7	-3
O=C(c1ccccc1)c1ccc(-n2cnnc2)c([N+](=O)[O-])c1	-4	-6	4	6	1	-3	0	4	4
CCc1nc2cc3sc(CC)nc3cc2s1	0	1	-2	-3	-4	4	6	6	1
Cc1oc(-c2ccccc2Cl)nc1CN1CCCN(C(=O)c2ccco2)CC1	-1	6	-1	-2	-3	-7	0	5	-2
Oc1c(Br)cc(/C=N/NC(=S)NCc2ccco2)cc1Br	7	22	8	20	1	41*	2	-2	15
O=C(NC1(C(F)(F)F)Oc2ccccc2O1)N1CCCC1	5	4	0	48*	-1	7	1	5	5
CC1CCc2sc(C(=O)OC(C)C(=O)Nc3ncc(Cl)cc3Cl)cc2C1 (centres undefined)	-4	.	-1	-2	1	-1	2	.	.
COc1ccc(C)cc1NC(=O)CCNS(=O)(=O)c1ccc2c(c1)CC(C)N2C(C)=O (centres undefined)	7	1	2	2	2	1	4	0	6
CCCc1[nH]n(-c2ccc([N+](=O)[O-])cc2)c(=O)c1C=NCCc1c[nH]c2ccccc12	0	-1	1	-4	-2	5	-8	1	3
CC(=O)Nc1ccc(S(=O)(=O)N(C)CC(=O)N/N=C/c2ccncc2)cc1	6	-8	-1	2	3	-5	-7	6	3
CCOC(=O)/C=c1\s/c(=C(\C#N)C(=O)OCC)n(-c2ccccc2)c1=O	-17	-9	-11	-8	-8	-5	-18	7	1
Cc1ccc(S(=O)(=O)N2CCN(C(=O)C3CCCO3)CC2)cc1C (centres undefined)	7	3	7	-1	1	5	-1	3	-4
Cc1cc(S(=O)(=O)N2CCCOC2CNC(=O)C(=O)NCc2ccco2)ccc1F (centres undefined)	1	8	0	5	0	-2	3	7	-1
Cc1cc(C)cc(N(CC(=O)NCc2ccccc2)C(=O)CCC(=O)Nc2ccccn2)c1	1	-3	3	1	3	4	-5	3	6
